Tn7 DDE FP = DD(E)-Tn7 binding inhibition, primary FP screen; inhibition, % at 8.3 µM; AID 720508; P02675; FP displacement of FITC-Tn7 peptide from fibrin DD(E); 0% = median of compound wells per plate; 370,000 tested, 0.13% active;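 active = inhibition above the mean of compounds falling within the control limits plus 3 SD of them, cut at about 14% in these data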;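 note: 0% = plate median of compound wells and 100% = 10 µM Aha-Tn7 peptide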
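System: human fibrin DD(E); quantity: Fibrin-DD(E) at 2 µM final; also added: fluorescent Tn7 probe at 0.1 µM; compound dosing: single nominal test concentration of 8.3 µM per compound; schedule: 10 min preincubation, 3 h with tracer, room temperature; detection: fluorescence polarization of the labelled Tn7 tracer; repeats: one replicate per compound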
ADAM10 inh = inhibitors of human ADAM10 | 370,000 tested, 0.62% active | recombinant ADAM10, EDANS/DABCYL FRET peptide cleavage, 3 h | AID 720582 | inhibition, % at 7 µM | O14672;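 active = inhibition above a per-campaign cutoff equal to the mean of compounds falling between control-based bounds plus 3 SD, cut at about 20% in these data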;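 note: 0% = DMSO wells while the 100% control is not disclosed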
Target sequence (O14672 214-748 limits assumed): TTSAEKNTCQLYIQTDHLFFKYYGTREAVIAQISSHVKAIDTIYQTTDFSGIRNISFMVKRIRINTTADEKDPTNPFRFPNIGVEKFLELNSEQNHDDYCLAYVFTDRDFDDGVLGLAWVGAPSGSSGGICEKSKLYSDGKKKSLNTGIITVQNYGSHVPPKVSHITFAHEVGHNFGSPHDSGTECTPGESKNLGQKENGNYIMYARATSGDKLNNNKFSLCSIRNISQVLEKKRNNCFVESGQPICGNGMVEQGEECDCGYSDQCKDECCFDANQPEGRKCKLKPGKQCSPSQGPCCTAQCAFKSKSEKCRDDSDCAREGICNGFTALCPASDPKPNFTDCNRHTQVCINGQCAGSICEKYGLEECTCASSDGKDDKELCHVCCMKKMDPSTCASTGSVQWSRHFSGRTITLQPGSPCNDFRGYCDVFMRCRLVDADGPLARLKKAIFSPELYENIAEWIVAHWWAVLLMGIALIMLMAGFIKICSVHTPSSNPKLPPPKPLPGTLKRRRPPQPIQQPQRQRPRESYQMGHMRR
DDE Tn6 FP inh = disrupts Tn6 cyclic peptide binding to fibrin D-Dimer-E complex | Fibrin DD(E) TRITC-Tn6 fluorescence polarization displacement | inhibition, % at 8.3 µM | 370,000 tested, 0.21% active | AID 720509;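 active = inhibition above a per-campaign cutoff: mean of compounds within control limits plus 3 SD, cut at about 15% in these data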;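 note: 0% = median of all compound wells on the plate and 100% = blocking peptide control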
ASAP1 inh = ASAP1 ArfGAP inhibition | Q9ULH1 | ASAP1-stimulated ARF1 GTP hydrolysis, GDP FP detection | inhibition, % at 16.5 µM | 360,000 tested, 0.19% active | AID 624377; in the data active = inhibition above about 25%;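 note: 0% = vehicle with enzyme and substrate and 100% = no enzyme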
SIAE inh = human SIAE inhibition, primary screen; Q9HAT2; 370,000 tested, 0.69% active; inhibition, % at 9.66 µM; SIAE FP-Rh probe binding, fluorescence polarization;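 active = inhibition above a cutoff: mean of compounds within the control limits plus 3 SD of those, cut at about 17% in these data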;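 note: 0% = plate median of compound wells and 100% = probe without SIAE protein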
TDP2 absorb = TDP2 (human) inhibition, absorbance primary screen; O95551; AID 720702; recombinant TDP2, T5PNP hydrolysis, p-nitrophenol absorbance 415 nm; 370,000 tested, 0.34% active; inhibition, % at 12.8 µM;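 active = inhibition above the mean of all tested compounds plus 3 SD, set per campaign, cut at about 25% in these data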;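 note: 0% = DMSO with enzyme and 100% = buffer with substrate but no TDP2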
Target sequence (O95551 whole entry, looked up): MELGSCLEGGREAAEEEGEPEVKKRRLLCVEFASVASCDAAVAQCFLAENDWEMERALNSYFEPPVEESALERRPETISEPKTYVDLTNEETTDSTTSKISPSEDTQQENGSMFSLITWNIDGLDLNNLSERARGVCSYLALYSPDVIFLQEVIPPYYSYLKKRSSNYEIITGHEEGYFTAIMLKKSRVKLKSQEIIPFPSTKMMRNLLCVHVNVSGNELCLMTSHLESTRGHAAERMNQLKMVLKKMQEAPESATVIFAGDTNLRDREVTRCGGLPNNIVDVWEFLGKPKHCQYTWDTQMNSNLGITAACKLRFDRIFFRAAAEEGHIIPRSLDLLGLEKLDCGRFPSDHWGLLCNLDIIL
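Assay system: Recombinant human TDP2 | Quantity: 120 nM TDP2 per well | Incubation: 2 h at 37 °C | Signal: Epi absorbance | Evaluation: Percent inhibition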
ADAM17 inh = inhibitors of human ADAM17; recombinant ADAM17, EDANS/DABCYL FRET peptide cleavage; inhibition, % at 6.95 µM; 370,000 tested, 0.83% active; AID 720648;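 active = inhibition above the mean of compounds lying between control limits plus 3 SD, set per campaign, cut at about 8.5% in these data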;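 note: 0% = DMSO-only wells as the low control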
PLC-beta3 inh = inhibitors of human phospholipase C beta3; Q01970; Purified PLC-beta3, fluorogenic substrate, fluorescence; inhibition, % at 12.2 µM; 370,000 tested, 0.18% active; AID 720704; in the data active = inhibition above about 11%;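 note: 0% = median of compound wells on plate and 100% = full blocker control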
ARFGAP1 inhibitor = inhibitors of rat ARFGAP1 | 360,000 tested, 0.26% active | inhibition, % at 16.5 µM | Arfgap1-stimulated ARF1 GTP hydrolysis, GDP FP detection | Q62848;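 active = inhibition above a per-plate limit, mean inhibition of low control wells plus 3 SD, cut at about 25% in these data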;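 note: 0% = DMSO wells with enzyme and 100% = wells lacking Arfgap1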
Target sequence (Q62848 1-136 limits assumed): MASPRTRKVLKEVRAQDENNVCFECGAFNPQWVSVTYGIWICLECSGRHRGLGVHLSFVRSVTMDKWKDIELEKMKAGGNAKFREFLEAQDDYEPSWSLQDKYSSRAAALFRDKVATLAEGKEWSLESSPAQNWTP
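Material – truncated rat Arfgap1 GAP domain · Buffer or medium – HEPES-based buffer, pH 7.5 · Reagent – human ARF1(Δ1-17)-GTP substrate · Dosing – 16.5 µM single point, 1.26% DMSO · Schedule – GTP hydrolysis reaction 2 h at 25 °C · Technique – GDP detection by fluorescence polarization · Benchmarks – No-Arfgap1 wells (100%) versus DMSO full-reaction wells (0%) · Repeats – single replicate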
PLC-gamma1 inh = inhibitors of human phospholipase C gamma1. AID 720700. inhibition, % at 12.2 µM. P19174. 370,000 tested, 0.84% active. purified PLC-gamma1, fluorogenic substrate, fluorescence; in the data active = inhibition above about 9.5%
* = called active by the depositor; i = inactive; / = no result given.

Preview:
SMILES	Tn7 DDE FP	ADAM10 inh	DDE Tn6 FP inh	ASAP1 inh	SIAE inh	TDP2 absorb	ADAM17 inh	PLC-beta3 inh	ARFGAP1 inhibitor	PLC-gamma1 inh
CN(C)c1cccc2c(S(=O)(=O)NCC3CCN(C(=O)C(=O)c4cccs4)CC3)cccc12	-2	-28	-10	19	1	-7	-2	i	5	i
COc1ccc(NC(=S)N(CCc2nc3cc(C)c(C)cc3[nH]2)Cc2cccnc2)cc1	-2	-4	2	-7	11	0	-4	1	-6	-2
NC(=O)[C@@H]1CCCN1C(=O)c1ccc2oc(CCc3ccccc3)nc2c1	-1	4	-1	0	0	16	-2	-4	-2	-1
CN(CC(=O)Nc1ccc(F)c(F)c1F)C(=O)C1COc2ccccc2O1 (configuration not stated)	1	-8	9	-10	-2	-3	0	-2	-4	3
O=C(NCCCN1CCCC1=O)C(=O)NCC1OCCN1S(=O)(=O)c1cc(F)ccc1F (configuration not stated)	-2	-3	-2	9	-1	-7	-4	-2	7	0

Results, repeating the preview:
SMILES	Tn7 DDE FP	ADAM10 inh	DDE Tn6 FP inh	ASAP1 inh	SIAE inh	TDP2 absorb	ADAM17 inh	PLC-beta3 inh	ARFGAP1 inhibitor	PLC-gamma1 inh
CN(C)c1cccc2c(S(=O)(=O)NCC3CCN(C(=O)C(=O)c4cccs4)CC3)cccc12	-2	-28	-10	19	1	-7	-2	i	5	i
COc1ccc(NC(=S)N(CCc2nc3cc(C)c(C)cc3[nH]2)Cc2cccnc2)cc1	-2	-4	2	-7	11	0	-4	1	-6	-2
NC(=O)[C@@H]1CCCN1C(=O)c1ccc2oc(CCc3ccccc3)nc2c1	-1	4	-1	0	0	16	-2	-4	-2	-1
CN(CC(=O)Nc1ccc(F)c(F)c1F)C(=O)C1COc2ccccc2O1 (configuration not stated)	1	-8	9	-10	-2	-3	0	-2	-4	3
O=C(NCCCN1CCCC1=O)C(=O)NCC1OCCN1S(=O)(=O)c1cc(F)ccc1F (configuration not stated)	-2	-3	-2	9	-1	-7	-4	-2	7	0
O=C(NCc1ccc2c(c1)OCO2)c1cccc(F)c1	-1	-6	2	2	4	-5	0	3	-7	-1
CC(=O)n1cc([C@@H]2C=C(C(=O)N3CCOCC3)O[C@H](OCCCCO)C2)c2ccccc21	-6	-3	0	-6	12	-1	-1	-9	3	-8
CN(CC(=O)NCC1CCCO1)S(=O)(=O)c1ccc(Br)cc1 (configuration not stated)	5	-1	5	-6	4	9	-3	-6	5	-2
Cn1cc(-c2csc(C(O)c3ccccc3)n2)cn1 (configuration not stated)	-4	-1	2	-4	-2	-8	-1	2	3	0
COc1ccc(NC(=O)Cc2ccccc2)cn1	-7	2	3	-4	3	-16	1	-3	-13	1
CO/N=C/c1cc([N+](=O)[O-])ccc1Sc1ccc(C)cc1	0	2	1	-2	1	-13	3	4	1	10*
O=C(NCC1COc2ccccc2O1)c1ccc(NC(=O)C2CCCO2)cc1 (configuration not stated)	8	2	-9	-12	10	-2	-6	0	7	6
CC(C)[C@H]1Cn2nnc(-c3ccccc3)c2Cn2c3ccccc3c(=O)n21	-4	-84	-6	/	2	-7	-21	-12	/	-1
Cc1ccc(S(=O)(=O)CCC(=O)Nc2nc(-c3ccncc3)cs2)cc1	2	-2	9	10	8	-5	-4	-6	-12	13*
C=CCNC(=O)COC(=O)c1oc2ccccc2c1CSC1CCCCC1	-4	-2	-1	-6	8	-2	-3	-2	4	0
COc1ccc2c(CC(=O)N(C)CC3COc4ccccc4O3)coc2c1 (configuration not stated)	0	-11	9	6	3	-14	-2	-15	17	-8
Cc1cc(=O)[nH]c(SCC(=O)Nc2ccc(C(=O)O)cc2)n1	1	-3	-1	0	-2	-4	-4	-2	13	1
COc1ccc(S(=O)(=O)Nc2ccccc2C(=O)NCc2cccnc2)cc1	9	-99	2	13	-1	-4	-45	-37	2	-18
COc1ccc2c(c1)OC[C@H]1[C@@H]2N2C(=O)[C@@H](C)NC(=O)[C@@]2(C)[C@H]1c1ccccc1	-3	1	1	-10	7	1	-2	0	2	-2
CCC(CC)C(=O)N(c1ccc(F)cc1)C1C=CS(=O)(=O)C1 (configuration not stated)	-9	1	3	7	-1	-13	1	3	5	6

The closing 2 records of the section above come first, to join the parts:
SMILES	Tn7 DDE FP	ADAM10 inh	DDE Tn6 FP inh	ASAP1 inh	SIAE inh	TDP2 absorb	ADAM17 inh	PLC-beta3 inh	ARFGAP1 inhibitor	PLC-gamma1 inh
COc1ccc2c(c1)OC[C@H]1[C@@H]2N2C(=O)[C@@H](C)NC(=O)[C@@]2(C)[C@H]1c1ccccc1	-3	1	1	-10	7	1	-2	0	2	-2
CCC(CC)C(=O)N(c1ccc(F)cc1)C1C=CS(=O)(=O)C1 (configuration not stated)	-9	1	3	7	-1	-13	1	3	5	6
C[C@H]1CN([C@@H](C)CO)C(=O)CCCn2cc(nn2)CO[C@@H]1CN(C)C(=O)Nc1ccnc(N2CCOCC2)c1	-2	-11	2	0	-1	1	0	2	-8	0
Cc1c(NC(=O)C2CCCN(S(=O)(=O)c3ccc(Br)s3)C2)c(=O)n(-c2ccccc2)n1C (configuration not stated)	-9	1	8	/	3	0	1	0	/	-1
CC1CCCC(C)N1C(=O)COC(=O)CCC1CCCC1 (configuration not stated)	-2	-7	1	2	3	-12	-3	1	-1	-1
Cc1cc(N2CCN(C)CC2)nc2ccc(NC(=O)CCC(=O)NCCC(C)C)cc12	5	-390	-1	1	1	-3	-124	-33	3	-19
O=C(CN1CCCCC1)N/N=C/c1cccc(Cl)c1	3	-6	-5	-1	-10	-2	-1	-6	7	-2
CCCCNC(=O)CSc1nc2ccccc2c(=O)n1CCNC(C)=O	6	2	-1	-3	-8	0	-3	-1	4	-4
CCOc1cc(/C=N/NC(=O)CN2CCOCC2)ccc1OCc1ccc(Cl)cc1	6	-4	3	1	2	15	-5	-2	-2	5
CSc1nc(C)c2c(c1C#N)CCCC2	-8	-9	-4	18	-4	3	-1	-1	-6	1
CN(Cc1ccco1)S(=O)(=O)c1csc(C(N)=O)c1	6	-3	11	-5	-1	-6	3	-4	2	0
Cc1ccc(NC(=O)c2cc(-c3ccco3)nc3ccccc23)cc1S(=O)(=O)N1CCOCC1	0	-50	-2	2	-7	2	-16	-77	12	-53
COc1ccc(/C(C)=N/OCC(=O)N=Nc2c(O)[nH]c3ccccc23)cc1	-4	-7	-1	-6	21*	7	-2	2	4	0
O=C(C1CCN(S(=O)(=O)c2cccc3nsnc23)CC1)N1CCN(c2ccccc2F)CC1	7	5	1	-14	1	-1	-4	-2	10	0
O=C(NC1C2CC3CC(C2)CC1C3)c1ccc(N2CCNCC2)c([N+](=O)[O-])c1 (configuration not stated)	3	2	0	4	-2	5	-1	-3	1	-1
O=C(COC(=O)Cc1ccccc1F)NNC(=O)c1ccc([N+](=O)[O-])cc1	3	3	5	19	11	-12	-1	-8	5	0
COCCNC(=O)C1(C)CCCN(C(=O)c2ccc3ccccc3c2)C1 (configuration not stated)	-6	-2	-3	2	-2	-1	0	3	4	4
O=C(NCCCN1CCCCC1)c1ccc2c(c1)NC(=O)C(N1CCCCC1)S2 (configuration not stated)	-10	-6	-6	11	2	-3	-2	0	2	1
N#CC1=C2SCN(c3ccc(F)cc3)CN2C(=O)CC1c1cccc(F)c1 (configuration not stated)	4	-10	3	-13	7	-10	-2	-9	-9	-8
COc1cccc(/C=N/NC(=O)c2cc(-c3cccn3C)n[nH]2)c1O	1	-7	-3	15	14	10	-2	-27	2	-23
CN1CCN(Cc2cccc3ncccc23)CC1CCO (configuration not stated)	2	-3	8	13	-5	-6	-5	-5	-7	-3
Cc1ccc(N(C)S(=O)(=O)c2ccc3[nH]cc(C(=O)NCCCN4CCOCC4)c(=O)c3c2)cc1C	2	2	5	30*	-1	2	3	-5	-5	4
CC(C)C(=O)N1CCN(c2ccc([N+](=O)[O-])c(NC(C)c3ccccc3)c2)CC1 (configuration not stated)	1	5	-5	0	-7	-20	6	2	4	5
CC(=O)Nc1c(-c2ccccc2)c2cc(Br)ccc2[nH]c1=O	-11	-2	-1	12	2	1	-2	-2	5	0
CCOC(=O)COc1coc(CN2CCN(c3ccc(F)cc3)CC2)cc1=O	0	0	-2	-10	1	-21	-1	0	-3	2
Cc1cc(C(=O)OCC(=O)NCc2ccc(Cl)cc2)c(C)o1	5	-7	7	-15	-8	2	-4	-6	10	-3
C=C(C)Cn1c(SCC(=O)O)nc2c1c(=O)[nH]c(=O)n2C	6	-15	2	-10	-3	0	-3	-2	7	-1
C/C(=N\NC(=O)CN(c1ccccc1Br)S(C)(=O)=O)c1ccc2c(c1)OCCO2	2	-8	1	-2	2	-5	-2	-6	1	-3
CSC(=NC#N)N1CCN(C(c2ccccc2)c2ccccc2)CC1	4	1	4	0	-4	-16	-2	-9	-8	1
O=C(N/N=C/c1ccoc1)c1cccc([N+](=O)[O-])c1	-3	1	0	-4	13	15	-4	-5	2	1
COC(=O)c1cnc2ccccc2n1	-1	0	-2	7	1	-9	0	4	13	2
COc1ccc(NC(=O)CC2C(=O)N(c3ccc(F)cc3)C(=S)N2NC(=O)c2ccc(Cl)cc2)cc1 (configuration not stated)	7	5	7	-12	-1	-2	-3	5	-9	2
CC(=O)N1c2ccc(S(=O)(=O)N3CCC(C(=O)N4CC(C)CC(C)C4)CC3)cc2CC1C (configuration not stated)	2	-1	4	2	6	4	-3	-3	2	2
CCn1cc(C(=O)Nc2ccc(OC)c(OC)c2)c2cc(OC)c(OC)cc2c1=O	4	-5	-3	-1	-10	4	0	3	0	0
COc1ccc(C(=O)OCCc2sc[n+](CC(=O)c3ccccc3)c2C)cc1	6	4	1	6	-6	-7	1	-8	9	5
CCC(C(=O)NC1CCN(C)CC1)c1ccccc1 (configuration not stated)	3	-6	-5	10	-1	6	-4	-7	-1	0
Cc1[nH]nc2nc(SCC(=O)NC3CCCCC3)n(-c3ccc(Br)cc3)c(=N)c12	6	2	4	3	-13	6	-8	-16	-6	-1
Cc1cccc(C(=O)Nc2ccccc2-c2nnn(CC(=O)Nc3ccc4c(c3)OCCO4)n2)c1	6	-2	12	5	-3	-2	-1	0	1	-2
C/C(=N\NC(=O)C(=O)Nc1cccc(Cl)c1C)c1ccncc1	-2	6	6	-4	2	-14	3	1	-7	3
COc1ccc(Nc2nc3c(c(=O)n(C)c(=O)n3C)n2CCO)cc1	-3	-14	-2	8	5	2	-5	-13	3	-10
O=C(O)COc1ccccc1O	-4	-5	5	-9	10	-4	-1	2	14	0
CCCOC(=O)c1ccc(-n2nnnc2SCC(=O)N2CCCCC2)cc1	-4	-3	-3	-7	-2	-4	-2	1	-3	-2
CSc1ccc(/C=N/NC(=O)COc2ccc(Br)cc2Cl)cc1	5	16	-2	-4	5	-2	3	5	-18	7
COc1ccc(S(=O)(=O)Nc2ccc3c(c2)OCO3)cc1OC	5	1	-1	1	3	11	-1	2	10	-1

Screening data (PubChem)
